Vif inh = inhibitors of HIV Vif. HEK293T cells, Vif self-association by quenched fluorescence, imaging, 24 h. inhibition, % at 7.49 µM. hit rate 0.35% among 340,000. AID 602346; in the data active = inhibition above about 50%, passing the limit was not always enough; inconclusive = no clear call, values can overlap the other calls; inactive = below about 31%; also: some results filed as inactive read as strong as hits
N-glyco inh = blocks N-linked glycosylation in D54 reporter cells. D54 ERlucT glycosylation luciferase reporter, 24 h; percent of 100 nM tunicamycin response. reporter increase, % at 12.5 µM. hit rate 0.23% among 360,000. AID 588692;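 active = mean luciferase reporter signal, scaled so untreated is 0 and the glycosylation-blocking control 100, at or above a set limit in every replicate; inconclusive = mean reaches the limit but not every replicate does; inactive = mean below the limit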;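 also: luciferase carries N-glycosylation sites so blocking glycosylation raises the light; 0% = median of neutral control wells and 100% = median of 100 nM tunicamycin wells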
ABCB6 inh 2 = blocks the human ABCB6 transporter; Q9NP58; K562-ABCB6 porphyrin accumulation, flow cytometry, 1 h; active compounds read low; fluorescence ratio to DMSO, % at 10 µM; hit rate 0.19% among 360,000; AID 602162;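 active = fluorescence ratio to DMSO below 75%, the collection mean minus 3 SD; inconclusive = too few cells collected in the well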;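 also: signal is porphyrin accumulated inside mitochondria; 100% equals median channel fluorescence of DMSO control wells; lower ratio means ABCB6 inhibition with less porphyrin fluorescence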
Target sequence (Q9NP58 whole entry, looked up): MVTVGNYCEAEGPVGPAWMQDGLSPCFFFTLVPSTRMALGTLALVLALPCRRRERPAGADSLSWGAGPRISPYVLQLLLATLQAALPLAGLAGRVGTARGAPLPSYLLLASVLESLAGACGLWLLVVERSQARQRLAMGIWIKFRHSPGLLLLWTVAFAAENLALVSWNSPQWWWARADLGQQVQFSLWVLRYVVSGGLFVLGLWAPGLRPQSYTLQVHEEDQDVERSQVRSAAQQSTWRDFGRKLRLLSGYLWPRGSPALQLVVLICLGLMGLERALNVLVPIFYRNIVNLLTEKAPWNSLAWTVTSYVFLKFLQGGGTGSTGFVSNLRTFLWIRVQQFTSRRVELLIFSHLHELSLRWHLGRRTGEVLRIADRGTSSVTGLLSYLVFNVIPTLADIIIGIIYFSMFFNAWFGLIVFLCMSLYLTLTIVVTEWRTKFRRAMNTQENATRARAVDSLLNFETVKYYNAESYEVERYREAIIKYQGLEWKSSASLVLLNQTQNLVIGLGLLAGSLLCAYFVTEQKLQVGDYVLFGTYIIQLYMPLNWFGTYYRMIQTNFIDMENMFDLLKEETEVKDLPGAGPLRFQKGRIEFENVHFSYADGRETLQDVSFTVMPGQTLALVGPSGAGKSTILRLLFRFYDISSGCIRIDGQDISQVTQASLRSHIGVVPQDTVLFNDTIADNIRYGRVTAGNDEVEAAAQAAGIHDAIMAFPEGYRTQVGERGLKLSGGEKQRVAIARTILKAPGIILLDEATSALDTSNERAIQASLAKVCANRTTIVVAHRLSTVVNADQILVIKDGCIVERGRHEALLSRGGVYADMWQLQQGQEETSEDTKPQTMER
m5-HT2A agonist = agonists of mouse serotonin 5-HT2A receptor (HTR2A); CHO-K1 mHTR2A beta-arrestin complementation, luminescence; percent of 30 µM serotonin response; AID 624169; activation, % at 7.6 µM; hit rate 0.66% among 360,000;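 active = activation above a run cutoff, the mean activation of all tested compounds plus 3 SD, cut at about 14% in these data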;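 also: 0% = plate median of compound wells and 100% = 30 µM serotonin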
PDI turbidity = inhibitors of human protein disulfide isomerase | hit rate 0.052% among 350,000 | PDI insulin aggregation turbidity, A650, 90 min | P07237 | AID 588391 | inhibition, % at 10 µM;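 active = mean inhibition across replicates of 30% or more, whatever share of single replicates reach that level; inconclusive = mean inhibition below 30% while every single replicate reaches 30%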;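 also: absorbance from insulin aggregation driven by PDI reduction with DTT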
aDG glyco up = alpha-DG glycosylation activation; Pro5-aDG cells, alpha-DG glycosylation AlphaScreen (IIH6); 0% Pro5, 100% B10-LARGE cell signal; activation, % at 10 µM; hit rate 0.22% among 360,000; AID 624168;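 active = activation of at least 8% versus controls, or a plate z-score of at least 8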;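 also: Pro5 are CHO cells carrying HIG-tagged alpha-DG that lacks glycosylation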
MC4R barr agon = human MC4R agonism via beta-arrestin | P32245 | U2OS MC4R beta-arrestin complementation, luminescence; percent of melanotan II response, DMSO zero | activation, % at 8.9 µM | hit rate 0.98% among 360,000 | AID 540308;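 active = activation above a per-plate cutoff, the mean activation of sample wells on that plate plus 3 SD, cut at about 8% in these data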
CaV13 FRET inh = Disruptors of the CACNA1D IQ motif to Ca2+-dependent inactivation inhibitor domain association, primary screening, Förster resonance energy transfer in intact living … | inhibition, % at 12.3 µM | hit rate 0.098% among 340,000 | AID 743397 | HEK cells, CFP/YFP FRET ICDI-IQ, plate reader, 10 min; percent FRET-ratio fall versus neutral wells;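 active = mean replicate inhibition of at least 30% and at least 1% of replicates passing that level; inconclusive = only one of the two criteria is met; inactive = neither criterion is met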;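 also: 0% = median of the neutral control wells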
MC4R antag cAMP = antagonists of human melanocortin 4 receptor (MC4R) | P32245 | MC4R-expressing cells, MTII-stimulated cAMP, LANCE TR-FRET | inhibition, % at 6.5 µM | hit rate 0.48% among 360,000;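 active = inhibition above its plate's cutoff, the mean of tested wells on that plate plus 3 SD, cut at about 29% in these data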;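 also: 0% = Melanotan II alone and 100% = Melanotan II plus saturating MCL0020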
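Material: U2OS-MC4R stable cell line | Reagent: Melanotan II challenge after compound preincubation | Doses: One concentration, 6.5 µM nominal | Incubation: 30-min compound preincubation, 1-h Melanotan II challenge, 1-h detection, room temperature | Signal: TR-FRET cAMP assay | Replicates: One well per compound, no replicates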
H9c2 protect = modulators protecting cardiomyocytes from myocardial damage; H9c2 cardiomyocytes, H2O2 injury protection, ATPLite, 2 h; protection from H2O2 cell death, % at 20 µM; hit rate 0.63% among 360,000; AID 588492;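 active = compounds giving at least 50% protection of heart cells from peroxide-induced death in the single-dose screen, raw or plate-pattern-corrected value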;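 also: 0% = DMSO wells with peroxide and 100% = DMSO wells without peroxide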
An asterisk follows results filed as active; ? = inconclusive; . = not tested or not shown. Hits appear at their usual frequency, and some 3.6% of all compounds hit somewhere here.

SMILES	Vif inh	N-glyco inh	ABCB6 inh 2	m5-HT2A agonist	PDI turbidity	aDG glyco up	MC4R barr agon	CaV13 FRET inh	MC4R antag cAMP	H9c2 protect
C[C@H](CO)N1C[C@H](C)[C@@H](CN(C)CC2CC2)Oc2c(NS(=O)(=O)c3ccccc3)cccc2C1=O	-2.2	3.0	105.0	4.4	1.1	-0.1	0.1	-6.0	4.8	-3.2
COc1ccc(C(C)(NC(C)=O)c2nc(-c3ccncc3)cs2)cc1 (stereo not drawn)	4.3	2.9	103.0	5.1	-0.1	-0.2	0.8	-10.3	6.8	-0.1
CC(CC(=O)Nc1cc(C(F)(F)F)ccc1Cl)c1ccccc1 (stereo not drawn)	.	-0.3	114.0	7.1	-1.2	0.3	6.4	.	4.3	-13.4
Cc1n[nH]c(C)c1CCC(=O)N/N=C/c1c(C)[nH]c2ccccc12	-2.3	4.1	95.0	-5.5	6.8	0.1	-1.3	-18.5	-4.2	10.9
Cn1nc(/C=C/c2ccccc2)ccc1=O	19.2	4.1	95.0	-3.7	-7.0	0.2	-1.7	-5.2	-2.3	-9.0
COc1ccccc1C(=O)NNC(=O)c1ccccc1Br	12.0	-0.3	98.0	-3.2	-0.7	-0.2	0.8	-3.0	5.7	-3.0
O=Nc1c(O)n(Cc2ccc(Cl)c(Cl)c2)c2ccccc12	-14.4	-5.9	93.0	2.2	-0.1	-0.2	10.3*	-5.0	8.0	-14.9
Cc1ccc(C(=O)N/C(=C/c2ccc(Cl)cc2)C(=O)NCC2CCCO2)cc1 (stereo not drawn)	1.6	1.0	97.0	-2.1	-8.5	-0.2	-0.3	-4.8	6.5	2.3
N#Cc1c(N)nc(SC2CCCCC2=O)c(C#N)c1-c1ccco1 (stereo not drawn)	-18.4	5.2	115.0	-5.3	-11.5	-0.4	-1.7	-5.4	12.1	8.9
COc1ccc(OC)c(NC(=O)CSc2nccn2Cc2ccco2)c1	-12.2	-0.1	98.0	-3.9	-2.9	0.2	-2.1	-6.7	1.8	-5.4
O=C(NCCOc1ccccc1)C1Nc2ccc(OC(F)(F)F)cc2C2C=CCC12 (stereo not drawn)	3.7	-4.2	93.0	-4.0	-4.0	0.2	6.6	-5.9	5.3	-16.2
COCCN(CCOC)Cc1cc(=O)oc2ccc3ccccc3c12	.	2.3	96.0	3.5	.	0.1	.	-3.6	.	3.5
O=C(Nc1cccc2nsnc12)c1ccc(-c2ccc(Br)cc2)o1	-1.4	0.1	115.0	6.2	-12.6	-0.1	2.2	-3.2	-1.2	-4.8
CCOC(=O)c1ccc(CS(=O)c2ccc(Cl)cc2)o1 (stereo not drawn)	.	3.5	104.0	0.0	-9.8	-0.3	1.7	-8.0	4.3	7.1
Cc1ccc(C23CC4CC(CC(NC(=O)NN)(C4)C2)C3)cc1	-4.3	-0.4	103.0	1.0	3.1	-0.1	-0.1	-10.4	6.0	3.6
Clc1ccc(/C=N/Nc2nn[nH]n2)cc1	-3.2	4.6	93.0	0.2	7.5	-0.1	0.2	-5.2	0.0	-2.6
CC(C)(C)[C@@H]1COC(=O)[C@H](Cc2ccc(F)cc2)CC/C=C\C[C@@H](CC(=O)N(CCO)Cc2ccccc2)C(=O)N1	-8.5	2.4	93.0	-9.8	-5.3	0.3	-1.5	-10.9	-0.2	6.0
COc1cccc(CC(NC(C)=O)C(=O)NC2CCN(c3nnnn3-c3ccccc3)CC2)c1OC (stereo not drawn)	-2.0	1.1	99.0	-10.5	0.0	0.1	-4.2	-3.3	-1.7	-5.9
COc1ccc(CNC(=O)CCc2nc3cc(S(=O)(=O)N(C)C)ccc3n2C)cc1OC	-4.0	0.2	99.0	-0.6	2.1	-0.5	2.4	9.0	21.6	-1.3
O=C(CN1C(=O)CC(c2ccco2)Sc2ccccc21)NC1CCCCC1 (stereo not drawn)	1.6	-2.2	99.0	0.1	-2.5	-0.2	-1.9	-7.0	5.5	-10.9
O=C(O)CCCCCNS(=O)(=O)c1ccc2c3c(cccc13)C(=O)N2	6.4	-0.4	101.0	15.9*	2.7	-0.1	-0.6	-18.4	8.8	3.8
COc1cc(C=NN2CCCCC2)cc(OC)c1OC	5.5	1.0	98.0	1.7	-2.5	-0.1	-0.4	-6.1	6.0	-2.2
CCN1CCN(C(=O)c2cc3cc(Cl)ccc3[nH]2)CC1	-3.7	1.5	110.0	-9.3	-5.1	-0.2	-0.6	-3.7	-1.5	13.4
CCOC(=O)Cn1c(=O)c(-c2ccccc2NCc2ccccc2)nc2ccccc21	-6.3	-2.2	97.0	0.6	0.8	-0.2	2.6	-3.0	9.0	-9.6
CC(=O)NCCNc1nc2cc(-c3cnn(CCC(C)C)c3)sc2c(=O)n1C	-6.0	1.1	96.0	-0.1	-0.8	-0.1	-0.8	-5.2	15.3	1.6
CC(C)(C)c1ccc(SCCc2ccccn2)cc1	5.0	-6.0	98.0	-0.3	-4.0	-0.2	-1.4	-3.6	0.4	-10.9
CC(C)=C(C#N)c1nc2ccccc2s1	5.7	1.1	117.0	-1.1	0.7	-0.1	-0.4	.	-2.8	-4.3
CC(C)c1ccc(NC(=S)NNC(=O)c2cccs2)cc1	0.6	-0.7	90.0	1.9	3.5	-0.2	-1.9	-4.8	-2.4	-12.0
N#CC1=C2C=Cc3ccccc3N2CCCC1=O	-10.3	-0.8	96.0	-0.8	-6.1	0.2	0.3	.	4.4	4.9
O=C1Nc2ccccc2N=C(c2ccccc2)C1N(Cc1ccc(F)cc1)C(=O)c1cccnc1 (stereo not drawn)	.	-6.5	102.0	-0.5	.	0.0	.	-5.0	.	16.8
O=C(O)c1cccc(Nc2nc(N3CCOCC3)nc(N3CCOCC3)n2)c1	-1.6	2.4	103.0	-0.1	9.4	-0.3	-2.4	-6.0	-2.4	2.4
Cn1c(CCN2CCCCC2)nc2cc(NC(=O)COc3ccc(Cl)cc3)ccc21	14.7	-7.6	103.0	-10.2	-8.1	1.4	-1.7	-2.7	0.7	-7.6
Nc1nc(Nc2ccccc2)nc(N2CCOCC2)c1[N+](=O)[O-]	2.0	1.1	97.0	-8.0	6.2	-0.2	0.3	-7.6	9.8	-2.6
CN1CCN(NC(=O)c2cc(Br)ccc2Cl)CC1	.	3.2	97.0	1.5	-2.5	0.0	0.7	-17.1	5.0	7.6
Cc1ccc(/C=N/NC(=O)CN2CCN(Cc3ccccc3Cl)CC2)o1	17.7	-5.4	102.0	-2.9	-5.7	0.0	-0.7	-5.8	9.4	-3.8
COC(=O)C1=CN(c2cccc(C)c2)C=C(C(=O)OC)C1c1cc(OC)c(O)c([N+](=O)[O-])c1	1.4	-1.9	85.0	3.2	9.4	-0.5	-0.8	-4.5	13.0	-5.4
CN1CC(=O)N(CC(=O)Nc2cccc3ccccc23)C1=O	5.3	2.0	96.0	-2.1	2.0	-0.3	-2.7	-12.4	9.7	5.7
Cc1[nH]c2ccccc2c1C(=O)C(=O)NCCc1c[nH]c2ccccc12	-4.2	-0.3	94.0	15.1*	-14.3	-0.1	-2.5	-14.2	-5.2	35.2
O=C1Nc2ccccc2C1Cc1ccccc1 (stereo not drawn)	-10.2	0.4	97.0	2.8	8.9	0.0	-0.9	-4.8	-7.9	-6.9
CC1CC(C)(C)CC2(C1)NC(=O)N(CC(=O)Nc1nccs1)C2=O (stereo not drawn)	.	0.9	89.0	2.6	4.5	0.1	-2.3	-7.0	2.1	-0.5
COc1ccc(N/C=C/c2nc(SC)nnc2C)cc1	2.4	2.5	97.0	-2.8	-6.7	0.3	-2.2	-8.2	14.0	2.1
Cc1ccccc1CN(CC(=O)Nc1cccc([N+](=O)[O-])c1)S(=O)(=O)c1ccc(Cl)cc1	-3.0	-8.0	99.0	-8.7	5.2	0.9	0.7	.	12.1	-13.3
O=C1c2ccccc2C(c2nnnn2Cc2ccccc2)N1C1CC1 (stereo not drawn)	.	.	98.0	3.6	.	0.0	.	-6.8	.	.
CCn1c(C)cc(C)c(C#N)c1=O	5.3	0.7	86.0	2.7	4.6	0.0	0.5	-6.6	-5.3	1.1
CCN1CCN(c2ccc(NC(=O)COc3ccccc3Cl)cc2)CC1	-14.5	-0.9	91.0	-9.5	-4.2	0.0	-0.8	.	-2.2	0.7
CCOc1ccc(S(=O)(=O)N(CC(=O)Nc2cccnc2)c2ccc(F)cc2)cc1	-2.0	7.9	98.0	-7.9	-5.9	0.0	-1.2	.	1.0	4.3
CCOC(=O)c1ccc(N=c2sc(C(=O)OC)cc(=O)n2-c2ccc(C(=O)OCC)cc2)cc1	0.7	?	106.0	6.3	.	-0.1	0.8	12.5	32.1*	-14.2
CN1CCC(N2CCN(C3CN(CCc4ccccc4)S(=O)(=O)C3)CC2)CC1 (stereo not drawn)	.	-3.0	100.0	-1.1	.	0.0	.	-6.5	.	-1.0
COc1ccc(/C=N/OCC(=O)NCc2cccs2)c(OC)c1	-1.4	1.7	77.0	-1.8	0.4	-0.3	0.3	-4.2	-2.3	-9.0
CCN1N=C(C)C=C(c2ccccc2)n2c1nc1ccccc12	2.8	0.3	96.0	-7.9	10.8	-0.1	-1.8	-1.2	17.1	9.9
CC(C)(C)c1cc(NC(=O)c2cccc([N+](=O)[O-])c2)no1	-2.9	-5.4	93.0	1.0	-6.0	0.1	-2.2	.	3.5	-7.3
Cc1ccc(C(=O)Cc2ccccc2)o1	-1.9	-1.4	99.0	5.5	4.4	0.6	0.4	-5.6	-1.5	16.8
Cc1ccc(Cl)cc1NC(=O)N[C@@H](CC(C)C)C(=O)O	0.2	0.6	96.0	4.8	-4.4	0.0	-1.8	2.2	16.1	-1.2
COc1ccc(OCC(=O)Nc2ccc3c(c2)OCO3)cc1	-5.1	-1.1	102.0	-0.2	19.0	0.3	3.2	-4.2	-0.9	-5.6
COc1ccc(NC(=O)c2c(NC(=O)CNCc3ccco3)sc3c2CCC3)cc1	2.2	-4.3	101.0	-6.1	-2.9	0.0	-1.9	.	1.4	24.7
O=S1(=O)CCN(C2CCCC2)CC1	-8.5	2.6	96.0	4.1	7.6	-0.2	-2.4	-5.6	3.1	9.4
O=C(NCCC(=O)N1CCN(c2ccccn2)CC1)c1ccc([N+](=O)[O-])cc1	1.0	-1.6	100.0	-1.0	8.5	0.0	-1.6	-4.7	9.8	3.4
CCCCN(C(=O)CCCSc1nc2ccccc2[nH]1)c1c(N)n(Cc2ccccc2)c(=O)[nH]c1=O	9.4	1.3	108.0	13.0	2.3	-0.1	-4.2	.	0.1	1.6
Cc1ccccc1C(=O)N/N=C/c1ccncc1	-4.0	-1.2	103.0	-2.4	2.5	0.1	-2.3	-5.5	-1.4	-2.6

Assay outcomes: PubChem, several laboratories
